Tn7 DDE FP = inhibitors of Tn7 peptide binding to human fibrin DD(E); inhibition, % at 8.3 µM; FP displacement of FITC-Tn7 peptide from fibrin DD(E); 0% = median of compound wells per plate; hit rate 0.13% among 370,000; P02675; AID 720508;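 active = inhibition above the mean of compounds falling within the control limits plus 3 SD of them, cut at about 14% in these data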;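 also: 0% = plate median of compound wells and 100% = 10 µM Aha-Tn7 peptide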
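Test system – human fibrin DD(E) · Times – 10 min preincubation, 3 h with tracer, room temperature · Detection – fluorescence polarization of the labelled Tn7 tracer · Measure – percent inhibition normalized to high-control wells · Benchmarks – high control wells with 10 µM unlabelled Aha-Tn7 peptide (full inhibition) · Repeats – singlicate testing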
TDP2 inh = TDP2 (human) inhibition, absorbance primary screen; O95551; recombinant TDP2, T5PNP hydrolysis, p-nitrophenol absorbance 415 nm; inhibition, % at 12.8 µM; hit rate 0.34% among 370,000;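 active = inhibition above the mean of all tested compounds plus 3 SD, set per campaign, cut at about 25% in these data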;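 also: 0% = DMSO with enzyme and 100% = buffer with substrate but no TDP2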
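test system = human TDP2 enzyme | input = TDP2 enzyme at 120 nM final | medium = 50 mM Tris-HCl pH 7.5 with Mg2+, KCl, DTT, BSA | also added = T5PNP substrate, 5 mM | times = 2 h at 37 °C | technique = epi absorbance | benchmarks = high control without enzyme, low control DMSO plus TDP2 | replication = each compound tested once, singlicate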
TCR CD3 inh = human TCR-CD3 binding inhibition; TAMRA-labeled TCR probe fluorescence, biochemical; inhibition, % at 9.4 µM; hit rate 0.37% among 360,000; AID 651800; in the data active = inhibition above about 19%;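 also: recombinant mutant TCR 2C K166C tagged with TAMRA read by polarization; 0% = receptor in buffer alone and 100% = receptor with positive control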
ABHD4 inh = inhibitors of mouse ABHD4; Q8VD66; purified mABHD4, FP-Rh probe fluorescence polarization; inhibition, % at 8.92 µM; hit rate 0.54% among 370,000; AID 720543;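 active = inhibition exceeding the mean over every tested compound plus 3 SD, cut at about 30% in these data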;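 also: 0% = plate median of compound wells and 100% = S159A mutant with DMSO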
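Doses – 8.92 µM, single dose · Material – wild-type mouse ABHD4 protein · Replication – single well per compound (singlicate) · Measure – percent inhibition of probe binding, normalized to plate controls · Schedule – 45 min compound pre-incubation plus 60 min probe step, 25 °C · Detection – fluorescence polarization with parallel and perpendicular emission, 525/598 nm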
PRMT1 FP inh = PRMT1 (human) inhibition, primary screen | recombinant PRMT1, activity-based probe fluorescence polarization | inhibition, % at 2.79 µM | hit rate 1.3% among 370,000;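 active = inhibition above about 21% made by adding two undisclosed values, limit read from the data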
Target sequence (Q99873 whole entry, looked up): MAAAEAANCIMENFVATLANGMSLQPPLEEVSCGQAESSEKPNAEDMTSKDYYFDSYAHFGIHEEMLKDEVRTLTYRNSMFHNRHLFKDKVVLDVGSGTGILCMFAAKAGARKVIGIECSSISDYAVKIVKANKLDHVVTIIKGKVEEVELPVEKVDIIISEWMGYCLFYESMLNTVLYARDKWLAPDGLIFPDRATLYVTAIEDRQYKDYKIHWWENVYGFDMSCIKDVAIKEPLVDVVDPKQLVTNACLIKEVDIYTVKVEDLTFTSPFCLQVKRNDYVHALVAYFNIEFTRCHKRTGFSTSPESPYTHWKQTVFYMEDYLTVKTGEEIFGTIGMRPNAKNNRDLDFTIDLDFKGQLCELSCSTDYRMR
UHRF1 binding = human UHRF1 methylated DNA binding inhibitors. AID 687016. hit rate 0.75% among 370,000. UHRF1 binding to methylated oligo, TR-FRET. inhibition, % at 4.4 µM; in the data active = inhibition above about 21%;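 also: UHRF1 SRA domain binding a hemimethylated CpG hairpin DNA probe; 0% = median of test compound wells and 100% = reference inhibitor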
HTRA1 inhibitor = blocks human HTRA1 serine peptidase. Q92743. recombinant HTRA1, FP-rhodamine activity-based probe, fluorescence polarization. inhibition, % at 5.96 µM. hit rate 0.5% among 340,000; in the data active = inhibition above about 36%;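 also: 0% = enzyme with DMSO and 100% = wells lacking enzyme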
LEDGF integ inh = blocks HIV-1 LEDGF/p75-dependent DNA integration | hit rate 0.64% among 370,000 | TR-FRET IN-LEDGF/p75 DNA integration, Eu/Cy5 | inhibition, % at 3.7 µM;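 active = inhibition above the screen-wide mean plus 3 SD, cut at about 13% in these data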;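 also: signal is the Cy5 over europium emission ratio at 671 and 618 nm; 0% = plate median of compound wells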
PG9 binder = binds the HIV-1 gp120 antibody PG9. AID 624416. hit rate 0.43% among 360,000. inhibition, % at 6.7 µM. TR-FRET gp120-PG9 antibody binding; in the data active = inhibition above about 8.5%
SIAE inh = human SIAE inhibition, primary screen; inhibition, % at 9.66 µM; Q9HAT2; AID 1053197; SIAE FP-Rh probe binding, fluorescence polarization; hit rate 0.69% among 370,000;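 active = inhibition above a cutoff: mean of compounds within the control limits plus 3 SD of those, cut at about 17% in these data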;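 also: 0% = plate median of compound wells and 100% = probe without SIAE protein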
Target sequence (Q9HAT2 whole entry, looked up): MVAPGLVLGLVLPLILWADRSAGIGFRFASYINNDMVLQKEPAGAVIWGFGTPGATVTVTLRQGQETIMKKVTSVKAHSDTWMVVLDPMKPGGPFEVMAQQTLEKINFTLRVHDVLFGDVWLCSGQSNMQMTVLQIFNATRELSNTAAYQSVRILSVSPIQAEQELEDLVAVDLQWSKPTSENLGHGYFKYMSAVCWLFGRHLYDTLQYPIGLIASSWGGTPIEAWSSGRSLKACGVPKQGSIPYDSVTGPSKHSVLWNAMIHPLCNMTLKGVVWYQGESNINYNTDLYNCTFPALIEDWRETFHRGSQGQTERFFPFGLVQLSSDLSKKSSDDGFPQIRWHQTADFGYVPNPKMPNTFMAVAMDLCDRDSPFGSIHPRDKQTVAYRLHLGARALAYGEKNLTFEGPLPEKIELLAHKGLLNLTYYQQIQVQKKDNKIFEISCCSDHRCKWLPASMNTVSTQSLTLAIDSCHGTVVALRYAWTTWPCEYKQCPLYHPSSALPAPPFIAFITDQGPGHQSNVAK
Numbers without * were called inactive; · = not tested or not shown.

Molecule	Tn7 DDE FP	TDP2 inh	TCR CD3 inh	ABHD4 inh	PRMT1 FP inh	UHRF1 binding	HTRA1 inhibitor	LEDGF integ inh	PG9 binder	SIAE inh
O=C(CN1CCN(C(=O)c2ccc(OCc3cn4ccccc4n3)cc2)CC1)Nc1cccc(F)c1	6.5	7.3	1.1	-4.2	2.2	0.3	-2.8	-3.5	-0.4	6.2
CCCCn1c(/N=C/c2c[nH]c3ccccc23)nc2ccccc21	0.0	3.2	-1.9	-6.3	0.6	0.6	-1.7	-0.2	0.3	1.8
CCCOc1ccc(CNC(=O)C2CCN(c3nn4c(=O)cc(C)nc4s3)CC2)cc1	0.9	-4.3	1.3	-2.8	1.0	-1.6	-0.2	-2.3	0.6	0.2
COc1ccc(NS(=O)(=O)c2ccc(-c3coc(C)n3)cc2)c(OC)c1	-2.6	1.2	2.7	8.7	0.3	1.7	-1.2	0.2	2.0	9.3
O=C(NCc1cccnc1)OC1CC2CC1[C@H]1CCCCN1C2=O (some centres undefined)	3.9	-3.0	-6.2	1.8	7.3	1.9	·	-6.0	-2.3	2.9
COC(=O)Cc1csc(Nc2ccccc2)n1	-0.4	-1.3	-5.0	-1.2	-1.7	2.2	-0.4	0.1	-1.0	-3.9
CCCNC(=O)C1CNc2ccccc2O1 (centres undefined)	-1.2	-10.0	7.0	-2.0	-0.9	-0.8	0.8	0.2	-0.7	1.9
Cc1sc2ncn(-n3c(C)ccc3C)c(=O)c2c1C	4.6	-6.5	6.6	-1.1	2.2	-0.4	-2.1	-0.9	2.2	1.8
COc1ccc(NS(=O)(=O)c2cccc(C(=O)N/N=C(\C)c3ccc(-n4ccnc4)cc3)c2)cc1	-0.3	-9.4	0.9	-78.2	-3.0	-4.4	-66.2	-3.5	-3.4	-31.2
CCc1cc(C(=O)c2ccc(Br)cc2)c(NC(=O)CN(CC)CC)s1	3.9	-8.9	1.1	3.4	-1.5	-3.5	-24.9	0.0	-1.9	0.6
Nc1c(Cl)ncnc1N1CCN(c2ncnc(Cl)c2N)CC1	4.9	10.2	4.9	5.4	0.4	0.7	-5.2	-0.6	-1.9	-1.1
COc1ccc(N2CCN(S(=O)(=O)c3ccc(Br)s3)CC2)cc1	5.3	2.4	1.0	-6.8	0.4	0.4	-4.7	0.9	0.1	4.4
O=C(CSc1nnc(CNC(=O)C23CC4CC(CC(C4)C2)C3)n1-c1ccc(F)cc1)Nc1ccc(F)cc1	-1.8	1.9	1.4	7.5	-4.0	-4.9	-15.1	-0.7	0.6	7.7
CSCCC(NC(=O)c1ccco1)C(=O)Nc1ccc(C)c(S(=O)(=O)N2CCOCC2)c1 (centres undefined)	1.4	4.2	-1.1	12.1	1.8	-2.6	1.6	-1.0	-0.2	1.7
CCN(CC(=O)Nc1c(F)cccc1F)C(=O)CSc1nnc(-c2ccco2)n1CC	-3.9	12.0	3.5	1.4	-0.5	0.5	0.5	-0.5	-0.5	4.0
Cc1cc(Cl)ccc1OCC(=O)N(Cc1ccco1)C1CCS(=O)(=O)C1 (centres undefined)	-2.1	-4.2	7.7	-3.6	-3.4	2.1	2.6	-1.4	-0.6	-1.3
N#CC1=C(N)OC2=C(CC/C2=C\c2ccccc2Cl)C1c1ccccc1Cl (centres undefined)	1.1	-2.3	7.2	11.4	-1.6	6.7	-41.1	-2.2	-1.1	-1.7
Cc1c(Cl)cccc1S(=O)(=O)N1CCC(C(=O)NNC(=O)C2CC2)CC1	0.6	12.6	-0.1	4.1	1.1	-0.7	-0.2	-1.2	-0.5	-3.3
COc1ccc(NC(=O)c2sccc2OS(=O)(=O)N(C)C)cc1	7.0	2.7	6.4	-1.7	-2.3	1.2	3.6	0.9	-2.7	-5.5
Cc1cccc(NC(=O)C2CCN(S(=O)(=O)c3c(C)noc3C)CC2)c1	2.7	6.8	8.9	2.5	-2.6	-2.1	-4.8	-0.2	-0.5	1.2
CC(C)CCNC(=O)COC(=O)c1cc(Br)c(Br)s1	5.1	-10.6	-8.0	-6.7	4.7	4.6	-3.0	-4.0	-2.5	-8.9
O=C(c1ccco1)N1CCN(C(=S)Nc2ccccc2C(F)(F)F)CC1	-2.4	14.0	2.1	3.6	-2.2	-2.2	-5.9	-0.6	-1.1	0.2
COc1ccc(/C=C2\SC(=N)N(c3ccc(F)cc3)C2=O)cc1OC	-3.0	-10.9	5.3	-5.5	-0.6	0.0	-17.9	-1.1	0.1	-11.0
CCCCCCCc1c(O)nc(SCC(=O)O)[nH]c1=O	4.9	8.9	-1.3	-2.1	1.6	-1.2	3.5	-3.4	0.9	2.8
CC(=O)Nc1ccc(NC(=O)COc2ccc([N+](=O)[O-])cc2)cc1	2.9	4.8	-3.8	-2.2	7.4	0.9	3.3	-1.4	-1.4	0.5
Cc1cccc(N2CCN(C(=O)c3cnn4c(C(F)F)cc(-c5ccccc5)nc34)CC2)c1C	2.8	4.8	0.4	-3.0	0.5	0.0	2.5	-2.9	-1.8	9.7
COc1ccc(-c2nn(CCC(=O)O)cc2/C=C/C(=O)O)cc1[N+](=O)[O-]	-0.1	3.9	3.9	1.0	1.7	0.1	4.9	-1.3	-0.9	-5.8
C[C@H]1CN([C@@H](C)CO)C(=O)CCCn2nncc2CO[C@H]1CN(C)C(=O)Nc1cccc(Oc2ccccn2)c1	-2.0	3.3	6.3	-0.7	1.2	-0.1	6.2	-1.4	-2.8	1.9
O=C(CO/N=C/c1ccccc1OC(F)F)N1CCc2ccccc21	1.5	-6.4	3.5	4.0	-1.2	-0.2	-0.7	-0.2	-1.7	-3.7
O=C(NC(=S)N1CCCc2ccccc21)c1ccc(Cl)cc1	-2.0	3.5	4.0	7.9	3.0	-0.7	0.9	2.3	-1.0	3.5
NC(=O)C[C@@H]1N[C@]2(C(=O)Nc3ccccc32)[C@@H]2C(=O)N(C3CCCCC3)C(=O)[C@H]12	0.7	5.2	3.8	0.9	-0.4	-2.5	2.3	3.0	-0.4	3.0
COc1ccc(N(Cc2nnc3n2CCCCC3)C(=O)Nc2ccccc2)cc1	-10.4	10.2	6.4	-1.9	1.5	-1.5	4.3	4.9	0.1	5.5
CN(C)c1ccc(CN(C(=O)COc2ccc(Br)cc2)C2CCS(=O)(=O)C2)cc1 (centres undefined)	1.6	4.6	7.9	-5.2	2.4	-2.3	1.4	-2.4	-1.2	0.3
Cc1ccc(N2C(=O)C(CN3CCOCC3)C2c2ccccc2)cc1 (centres undefined)	1.5	-2.9	3.7	1.5	-3.5	-2.1	-9.6	2.2	-3.7	2.6
O=C(CSc1ccc([N+](=O)[O-])cc1)Nc1nnc(C2CC2)s1	3.7	4.0	5.2	-3.4	1.5	0.8	1.4	1.6	-1.4	0.3
CC(C)CN1CCC(=O)N([C@H](COc2ccccc2)c2ccccc2)CC1	-4.2	-0.2	-0.4	-1.6	-2.7	0.0	-10.8	-0.2	-0.9	-2.1
Cc1cccc(C(=O)Nc2nccs2)c1[N+](=O)[O-]	0.4	-1.5	10.8	-1.2	3.5	-0.9	3.9	-5.3	0.2	-6.6
CCS(=O)(=O)Nc1ccc2c(c1)C(=O)N(C)[C@@H]1CC[C@H](CC(=O)OC)O[C@H]1CO2	-2.7	-2.1	·	2.9	-1.0	0.3	·	5.5	·	-4.1
Cc1cccnc1NC(=O)c1csnn1	-4.4	15.8	6.1	5.6	3.9	2.2	4.3	1.0	0.2	5.8
Cc1ccc2c(c1)C(=O)C(=O)N2Cc1ccc(F)cc1	1.0	0.4	-7.5	1.9	3.3	-0.4	-28.6	1.8	-1.6	6.0
CCOc1cc(CNn2nnnc2N)cc(Cl)c1OCC(=O)NC(C)(C)C	6.1	2.5	0.6	1.1	6.9	1.4	-0.6	6.2	0.7	0.9
CC1Cc2cc(/C=C3/SC(N4CCC(C(N)=O)CC4)=NC3=O)ccc2O1 (centres undefined)	-4.9	-21.7	-4.5	-5.0	-6.4	3.1	·	5.7	-4.8	-1.4
COCC(=O)Nc1cc([N+](=O)[O-])ccc1OC	-1.1	-13.5	-4.9	-10.7	3.2	5.7	1.9	-1.8	1.8	-5.8
Cc1nn(C(C)C(=O)N2CCN(c3ccccn3)CC2)c(=O)c2cc3occc3n12 (centres undefined)	4.4	0.9	1.0	-1.0	-3.0	5.4	-4.3	-0.9	0.2	0.8
Cc1c(C(=O)N2CCCC2)c(S(=O)(=O)Nc2ccccc2)c(C)n1C	-0.3	-2.4	7.3	-7.7	-0.6	1.0	6.0	1.2	-1.5	-4.5
Cc1ccc(C(=O)N/C(=C\c2cn(C)c3ccccc23)C(=O)OCCN(C)C)cc1	-1.4	-6.6	-0.3	-0.8	0.2	-1.1	3.5	2.1	-3.6	3.1
CN(Cc1ccco1)c1ncnc2ccc(-c3ccccc3Cl)cc12	4.4	-14.5	-4.7	-12.2	6.8	0.5	-27.1	-2.0	-1.7	9.2
CCc1nc(SCC(=O)Nc2nc3c(s2)CCCC3)c2ccccc2n1	0.3	4.4	-0.9	1.4	-5.2	-0.2	-15.1	0.4	0.1	-2.3
COC(=O)C(Cc1ccccc1)NC(=O)CCNC(=O)c1ccc(Br)cc1 (centres undefined)	2.6	5.1	3.9	2.9	-2.0	-0.7	2.5	2.5	-3.9	5.3
COc1ccc(CN2CCN(C(=O)c3cccs3)CC2)cc1	-4.4	7.5	-0.8	8.7	1.3	2.0	3.7	4.5	0.8	2.2
CCn1cc([N+](=O)[O-])c(C(=O)N2CCCC2)n1	0.1	6.6	4.3	1.1	1.8	0.9	0.2	0.6	-0.6	3.4
NC(=O)CNc1n[nH]c(=S)[nH]c1=O	-7.8	8.4	-5.3	1.3	-2.0	-1.9	8.6	0.9	-3.9	-2.1

3 entries already listed, sorted by number of heavy atoms, rising.
Molecule	Tn7 DDE FP	TDP2 inh	TCR CD3 inh	ABHD4 inh	PRMT1 FP inh	UHRF1 binding	HTRA1 inhibitor	LEDGF integ inh	PG9 binder	SIAE inh
Cc1ccc2c(c1)C(=O)C(=O)N2Cc1ccc(F)cc1	1.0	0.4	-7.5	1.9	3.3	-0.4	-28.6	1.8	-1.6	6.0
N#CC1=C(N)OC2=C(CC/C2=C\c2ccccc2Cl)C1c1ccccc1Cl (centres undefined)	1.1	-2.3	7.2	11.4	-1.6	6.7	-41.1	-2.2	-1.1	-1.7
COc1ccc(NS(=O)(=O)c2cccc(C(=O)N/N=C(\C)c3ccc(-n4ccnc4)cc3)c2)cc1	-0.3	-9.4	0.9	-78.2	-3.0	-4.4	-66.2	-3.5	-3.4	-31.2

Bioassay records: PubChem BioAssay, The Scripps Research Institute Molecular Screening Center
